# Pf Dd2 growth: P. falciparum Dd2 growth inhibitors, primary screen, SYBR Green fluorescence, single dose replicates | 72 h; hits give low values | activity change, % at 10 µM | actives 2.3% (n = 94,000) | AID 1159554, 2015; in the data active = activity change below about -80%
# T cruzi growth: T. cruzi intracellular proliferation inhibitors, primary screen, cell-based, beta-gal Tulahuen parasites, NIH3T3 host, luminescence | T. cruzi beta-gal in NIH3T3, GalScreen luminescence, 90 h | inhibition, % at 8.34 µM | actives 5.9% (n = 77,000);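 active = mean inhibition above about 93%, with at least 55% of replicates each passing it, limit read from the data, passing the limit was not always enough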
# C diff HTS: C. difficile growth inhibitors, primary screen, HTS; Clostridium difficile clinical isolate growth, OD600, 24 h; hits give low values; growth activity, negative = inhibition, % at 16 µg/mL (by protocol); actives 0.25% (n = 86,000); AID 1259249, 2017;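 active = mean growth activity at or below -80% and every replicate also at or below -80%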;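 note: 0% = DMSO wells and -100% = levofloxacin 16 µg/mL wells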
# KDM4C inh: inhibitors of GASC-1 (KDM4C) histone demethylase, primary screen, biochemical, single concentration HTS; Lysine-specific demethylase 4C (Homo sapiens), Q9H3R0; GST-KDM4C 2-372, H3K9me3 peptide, LANCE TR-FRET; inhibition, % at 12.5 µM; actives 0.15% (n = 96,000);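 active = mean replicate inhibition above about 25%, with at least 55% of replicates also reaching it, limit read from the data, passing the limit was not always enough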
# Target sequence (Q9H3R0 2-372 limits assumed): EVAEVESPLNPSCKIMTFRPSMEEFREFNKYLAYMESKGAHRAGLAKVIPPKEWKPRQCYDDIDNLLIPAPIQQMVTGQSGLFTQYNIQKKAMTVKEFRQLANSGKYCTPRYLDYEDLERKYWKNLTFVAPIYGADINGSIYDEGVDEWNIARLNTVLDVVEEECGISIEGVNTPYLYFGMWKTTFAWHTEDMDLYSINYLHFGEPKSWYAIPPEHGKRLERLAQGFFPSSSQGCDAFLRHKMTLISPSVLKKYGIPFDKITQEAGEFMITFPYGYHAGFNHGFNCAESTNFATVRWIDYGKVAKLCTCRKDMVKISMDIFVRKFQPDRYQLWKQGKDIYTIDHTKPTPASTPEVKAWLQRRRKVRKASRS
#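 Material: GST-tagged GASC-1 (JMJD2C) catalytic fragment, aa 2-372 / Quantity: enzyme final amount 10 nM / Medium: HEPES buffer, pH 7.5, plus ascorbate / Doses: one test concentration per compound / Incubation: 30 min reaction, 60 min detection, RT / Measured by: LANCE TR-FRET / Read-out: inhibition from TR-FRET ratio decrease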
# * = called active by the depositor; · = no result given; & = joins results of further samples.
SMILES,Pf Dd2 growth,T cruzi growth,C diff HTS,KDM4C inh
C[C@H](CO)N1C[C@H](C)[C@H](CN(C)S(C)(=O)=O)Oc2ccc(NC(=O)Cc3ccccc3)cc2C1=O,18.3,-20.3,-2.9,-2.0
COCC(=O)N1[C@H](CO)[C@@H](c2ccccc2C2=CCCC2)[C@@H]1C#N,-17.2,·,-5.2,-1.2
CCS(=O)(=O)Nc1ccc2c(c1)C(=O)N(C)C[C@H](OC)[C@@H](C)CN(CC1CCCC1)[C@@H](C)CO2,-48.5,-2.1,0.7,-0.7
CCCN(C)C[C@H]1Oc2cc(Br)ccc2S(=O)(=O)N([C@H](C)CO)C[C@H]1C,-5.4,-0.6,-0.9,0.5
CC(=O)N1CC[C@H]2[C@H](CO)Nc3ccc(-c4ccc(F)cc4)cc3[C@H]21,-9.6,63.9,-10.2,1.4
CN1C(=O)c2cc(NS(=O)(=O)c3cccc(F)c3)ccc2OC[C@H]2O[C@@H](CC(=O)NCCN3CCCCC3)CC[C@@H]21,10.0,-11.2,75.1,0.9
CCC(=O)N(C)C[C@H]1Oc2ncc(-c3ccccc3F)cc2C(=O)N([C@H](C)CO)C[C@H]1C,27.1,-11.3,1.3,2.2
COc1ccc(CN(C)C[C@H]2Oc3ccc(NC(=O)Nc4ccc(C(F)(F)F)cc4)cc3CC(=O)N([C@H](C)CO)C[C@H]2C)cc1,0.1,82.9,50.3,-0.4
C[C@@H](NC(=O)C[C@H]1C=C[C@@H](NC(=O)C2CC2)[C@@H](CO)O1)c1ccccc1,2.6,·,-0.3,-0.5
COCC(=O)N(C)C[C@H]1[C@H](c2ccccc2)[C@H](CO)N1C(=O)NC(C)C,14.7,53.7,14.6,-2.0
C[C@H]1CN([C@@H](C)CO)C(=O)c2cccc(NS(=O)(=O)c3ccc(F)cc3)c2O[C@@H]1CN(C)Cc1ccccc1,-17.3,17.3,-9.2,1.1
COc1cccc(-c2ccccc2[C@@H]2[C@H](C#N)N(C(=O)Cc3ccccc3)[C@H]2CO)c1,-27.4,·,4.8,-2.1
COc1cccc(NC(=O)N[C@H]2C=C[C@H](CC(=O)NCc3ccccn3)O[C@H]2CO)c1,23.5,·,-3.6,0.3
Cc1ccc(S(=O)(=O)N(C)C[C@@H]2Oc3ccc(NC(=O)Cn4cnnn4)cc3CC(=O)N([C@@H](C)CO)C[C@H]2C)cc1,-35.0,18.5,-5.5,2.2
C[C@@H]1CN([C@@H](C)CO)C(=O)Cc2cc(NC(=O)CCCN(C)C)ccc2O[C@@H]1CN(C)S(=O)(=O)c1ccc(Cl)cc1,-6.0,·,18.0,1.5
C[C@@H]1CN([C@H](C)CO)C(=O)c2cccc(NC(=O)Nc3ccc4c(c3)OCO4)c2O[C@@H]1CN(C)Cc1ccc2c(c1)OCO2,-16.1,-64.3,-3.2,2.0
COc1ccc(NC(=O)Nc2cccc3c2O[C@H](CN(C)Cc2ccccc2)[C@@H](C)CN([C@@H](C)CO)C3=O)cc1,-12.3,18.1,-6.6,3.4
CC(C)CC#Cc1cnc2c(c1)C(=O)N([C@@H](C)CO)C[C@@H](C)[C@@H](CN(C)Cc1ccc3c(c1)OCO3)O2,-53.6,101.1*,10.4,4.0
COc1ccccc1S(=O)(=O)N(C)C[C@@H]1OCc2cn(nn2)CCCC(=O)N([C@H](C)CO)C[C@H]1C,0.6,-8.5,·,·
C[C@H]1CN([C@@H](C)CO)C(=O)Cc2cc(NC(=O)Nc3cccc4ccccc34)ccc2O[C@H]1CN(C)C,7.2,·,-1.1,-0.2
COCCNC(=O)C[C@H]1C[C@H]2c3cc(NS(=O)(=O)c4ccccc4)ccc3O[C@H]2[C@@H](CO)O1,23.2,-4.3,·,-0.7
O=C1N[C@@H](Cc2ccccc2)COCc2cn(nn2)CC[C@H]1Cc1ccccc1,·,·,3.0,-2.4
COCC(=O)NC[C@@H]1[C@H](c2ccccc2)[C@@H](CO)N1C(C)=O,-2.0,61.3,4.2,-1.3
C[C@@H]1CN([C@H](C)CO)C(=O)Cc2cc(NS(C)(=O)=O)ccc2O[C@@H]1CN(C)Cc1ccc(C(F)(F)F)cc1,3.6,17.1,-4.8,-1.5
C[C@@H]1CN([C@H](C)CO)C(=O)Cc2cc(NC(=O)Cc3ccccc3)ccc2O[C@@H]1CN(C)CC1CC1,-3.0,16.7,0.4,0.9
O=C(Nc1cccc(F)c1)N1C[C@@H]2[C@H](c3ccccc31)[C@H](CO)N2C(=O)c1ccccc1F,9.9,18.7,7.3,-0.5
O=C(C[C@@H]1C=C[C@H](NC(=O)CN2CCOCC2)[C@@H](CO)O1)NCCc1ccncc1,7.2,·,-3.5,-0.1
O=C(C[C@@H]1C[C@@H]2c3cc(NC(=O)c4ccc5c(c4)OCO5)ccc3O[C@@H]2[C@@H](CO)O1)NCc1ccccn1,7.1,-18.1,10.3,-0.1
CCCC(=O)Nc1ccc2c(c1)C(=O)N(C)C[C@@H](OC)[C@@H](C)CN(Cc1ccccc1)[C@H](C)CO2,-23.5,32.6,2.9,0.1
CCCC(=O)Nc1ccc2c(c1)C(=O)N(C)[C@@H]1CC[C@@H](CC(=O)NCC3CCCCC3)O[C@@H]1CO2,2.7,-24.0,0.1,-1.3
C[C@@H]1CN([C@@H](C)CO)C(=O)c2cccc(NC(=O)NC3CCCCC3)c2O[C@@H]1CN(C)Cc1ccc(C(=O)Nc2ccccc2N)cc1,-89.9*,65.3,·,-1.2
COc1cccc(S(=O)(=O)N[C@@H]2CC[C@H](CC(=O)NCc3ccc(F)cc3)O[C@@H]2CO)c1,-10.4,26.2,-4.4,0.2
C[C@@H]1CN([C@@H](C)CO)C(=O)Cc2cc(NC(=O)CCCCCC(=O)Nc3ccccc3N)ccc2O[C@@H]1CN(C)S(=O)(=O)c1ccccc1,-52.5,44.3,2.5,0.2
N#C[C@H]1[C@@H](c2ccccc2C2=CCCC2)[C@H](CO)N1C(=O)C1CCC1,-31.9,·,-0.8,0.4
CN1CCN(C(=O)C[C@H]2CC[C@H]3[C@@H](COc4ccc(NC(=O)c5cscn5)cc4C(=O)N3C)O2)CC1,3.7,17.1,0.5,1.0
CO[C@H]1CN(C)C(=O)c2cc(NC(=O)c3cccc(F)c3)ccc2OC[C@H](C)N(CC2CC2)C[C@@H]1C,-33.4,8.1,·,2.5
Cc1ccc(S(=O)(=O)Nc2cccc3c2O[C@H](CN(C)C(=O)Nc2ccccc2)[C@H](C)CN([C@H](C)CO)C3=O)cc1,-1.3,26.0,-3.3,-1.0
CC(C)NC(=O)NCC[C@@H]1CC[C@@H](NS(=O)(=O)c2ccccc2)[C@H](CO)O1,23.7,·,0.2,-0.7
C[C@@H]1CN([C@@H](C)CO)C(=O)c2cc(NS(C)(=O)=O)ccc2O[C@@H](C)CCCCO[C@H]1CN(C)S(=O)(=O)c1cn(C)cn1,32.2,107.2*,-3.3,0.3
C[C@@H]1CCCCO[C@@H](CN(C)S(=O)(=O)c2ccccc2)[C@H](C)CN([C@@H](C)CO)C(=O)c2cc(NC(=O)CCC(F)(F)F)ccc2O1,-55.1,29.2,15.2,0.7
C[C@H]1CN([C@@H](C)CO)S(=O)(=O)c2ccc(C3=CCCC3)cc2O[C@H]1CN(C)C(=O)C1CCCCC1,-29.2,88.8,4.1,0.5
Cc1ccc(S(=O)(=O)N(C)C[C@@H]2OCCCC[C@H](C)Oc3ccc(NC(=O)Nc4cccc5ccccc45)cc3C(=O)N([C@H](C)CO)C[C@@H]2C)cc1,-59.9,·,2.3,-2.7
COc1cccc(S(=O)(=O)N2CCCCN3[C@H](CO)[C@@H](c4ccc(-c5cncnc5)cc4)[C@@H]3C2)c1,-1.4,67.3,0.8,0.2
CO[C@@H]1CN(C)C(=O)c2ccc(NC(=O)C3CCCCC3)cc2OC[C@@H](C)N(C)C[C@H]1C,-15.7,-61.3,-1.5,-0.9
O=C(C[C@@H]1CC[C@H]2[C@@H](COC[C@H](O)CN2C(=O)Nc2ccc(F)cc2)O1)NC1Cc2ccccc2C1,-2.9,60.5,·,1.8
CN(C)C(=O)c1cccc(-c2ccc3c(c2)[C@@H]2[C@@H](CCN2C(=O)Nc2cccc(F)c2)[C@H](CO)N3C)c1,-31.2,18.6,-26.7,3.8
CCCNC(=O)N1CC2(CN(Cc3ccc(F)cc3)C2)c2c([nH]c3cc(OC)ccc23)[C@@H]1CO,-51.9,·,-14.6,-1.8
O=S(=O)(c1ccccc1)N1CCCCN2[C@H](CO)[C@H](c3ccc(C#Cc4ccccn4)cc3)[C@H]2C1,-37.9,72.2,-3.1,0.6
CCC(=O)N1C[C@@H](C)[C@@H](OC)CN(C)C(=O)c2ccc(NC(=O)c3cnccn3)cc2OC[C@H]1C,9.0,17.9,·,0.6
CN1C(=O)c2cc(NS(=O)(=O)c3ccc(Cl)cc3)ccc2OC[C@@H]2O[C@@H](CC(=O)N3CCc4ccccc4C3)CC[C@@H]21,-7.3,64.4,3.2,-0.6

# Part of the list above in order of formula weight, ascending:
SMILES,Pf Dd2 growth,T cruzi growth,C diff HTS,KDM4C inh
CCC(=O)N(C)C[C@H]1Oc2ncc(-c3ccccc3F)cc2C(=O)N([C@H](C)CO)C[C@H]1C,27.1,-11.3,1.3,2.2
COc1cccc(S(=O)(=O)N2CCCCN3[C@H](CO)[C@@H](c4ccc(-c5cncnc5)cc4)[C@@H]3C2)c1,-1.4,67.3,0.8,0.2
C[C@@H]1CN([C@@H](C)CO)C(=O)Cc2cc(NC(=O)CCCCCC(=O)Nc3ccccc3N)ccc2O[C@@H]1CN(C)S(=O)(=O)c1ccccc1,-52.5,44.3,2.5,0.2

# (next part)
SMILES,Pf Dd2 growth,T cruzi growth,C diff HTS,KDM4C inh
COc1ccc2c3c([nH]c2c1)[C@H](CO)N(Cc1cc(F)ccc1F)CC31CCN(C(=O)CN(C)C)CC1,-80.7*,·,-2.7,0.6
CN1C(=O)c2cc(NC(=O)Cc3cccs3)ccc2OC[C@@H]2O[C@@H](CC(=O)O)CC[C@H]21,7.3,-6.1,-0.7,-1.6
C[C@H](CO)N1C[C@H](C)[C@@H](CN(C)Cc2ccc(C(=O)O)cc2)Oc2c(NC(=O)c3ccncc3)cccc2C1=O,-0.6,·,-3.9&-4.0,-0.9
C[C@H](CO)N1C[C@H](C)[C@H](CN(C)CC2CCCCC2)Oc2c(NS(=O)(=O)c3cccs3)cccc2C1=O,4.5,-5.0,15.8,0.5
CN(C)Cc1cn(CC[C@H]2CC[C@@H](NS(=O)(=O)c3ccccc3)[C@@H](CO)O2)nn1,·,·,2.2,1.0
C[C@H](CO)N1C[C@H](C)[C@H](CN(C)S(=O)(=O)c2cn(C)cn2)Oc2ccc(NC(=O)Nc3cccc4ccccc34)cc2C1=O,-20.7,14.4,·,-0.7
Cc1noc(C)c1NC(=O)Nc1ccc2c(c1)C(=O)N([C@@H](C)CO)C[C@H](C)[C@@H](CN(C)Cc1ccc(Oc3ccccc3)cc1)O2,15.2,23.4,-0.3,2.2
CCC(=O)N1C[C@H](O)COC[C@H]2O[C@H](CC(=O)NCC3CCCCC3)CC[C@@H]21,2.6,74.2,-2.8&-3.8,0.1
COc1ccc2c3c(n(C)c2c1)[C@H](CO)N(C(=O)C1CC1)CC31CCN(CC2CCCC2)CC1,-24.2,·,-3.7,-1.2
CNC[C@H]1Oc2ncc(C#Cc3ccccc3F)cc2C(=O)N([C@@H](C)CO)C[C@H]1C,-31.2,·,-1.4,-4.8
CCCNC(=O)N1[C@H](CO)[C@H]2c3ccccc3N(C)C[C@H]21,8.0,28.7,1.2,0.4
O=C(CN1CCOCC1)NCC[C@H]1CC[C@@H](NC(=O)c2ccc3c(c2)OCO3)[C@H](CO)O1,13.1,17.3,·,0.6
C[C@@H]1CN([C@H](C)CO)S(=O)(=O)c2ccc(C#Cc3ccccc3)cc2O[C@@H]1CN(C)S(=O)(=O)c1ccccc1F,-77.4,122.4*,-0.6,-1.5
C[C@H](CO)N1C[C@H](C)[C@@H](CN(C)Cc2ccc(C(F)(F)F)cc2)Oc2ccc(NS(C)(=O)=O)cc2C1=O,-4.9,87.3,-4.7,1.1
CO[C@@H](CN(C)S(=O)(=O)c1cccc(Cl)c1)[C@@H](C)CN(C(=O)Nc1ccccc1F)[C@@H](C)CO,-40.3,24.7,·,-1.3
C[C@@H]1CN([C@H](C)CO)C(=O)c2cc(NC(=O)Nc3ccc(C(F)(F)F)cc3)ccc2O[C@@H](C)CCCCO[C@@H]1CN(C)S(=O)(=O)c1cn(C)cn1,-44.3,16.3,0.7,0.4
COc1ccc(NC(=O)N(C)C[C@@H]2OCCCC[C@H](C)Oc3ccc(NC(=O)CCC(F)(F)F)cc3C(=O)N([C@H](C)CO)C[C@H]2C)cc1,-7.4,6.6,-4.2,-0.1

# Filtered by structure, those above with a COOH group.
SMILES,Pf Dd2 growth,T cruzi growth,C diff HTS,KDM4C inh
CN1C(=O)c2cc(NC(=O)Cc3cccs3)ccc2OC[C@@H]2O[C@@H](CC(=O)O)CC[C@H]21,7.3,-6.1,-0.7,-1.6
C[C@H](CO)N1C[C@H](C)[C@@H](CN(C)Cc2ccc(C(=O)O)cc2)Oc2c(NC(=O)c3ccncc3)cccc2C1=O,-0.6,·,-3.9&-4.0,-0.9
